LMNA splice mod – changes lamin A minigene splicing in HeLa cells | Potency, µM (highest dose often 46.1 µM), without a hit: top-dose ratio change, negative = inhibition, usual class: inhibitors | AID 1487 | 200,000 tested, 0.01% active | HeLa LMNA splicing GFP/RFP minigene ratio, 48 h; active = well fitted inhibition curve with a large enough effect in the signal ratio, with a control signal flat, not every such curve was filed as active; inconclusive = small, poorly fitted or top-dose-only effect, or effect the other way, or a change in a side signal; the % refers to the signal ratio; also: % is scaled to controls: 0 for no effect and ±100 for the full control effect
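S3 HeLa cells stably expressing lamin A-EGFP splicing minigene plus DsRed2, 600 cells/well, 48 h compound exposure at 37C. Laser-scanning cytometry; analysed as GFP (500-530 nm)/RFP (575-640 nm) total intensity ratio; 0.5% DMSO vehicle.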
SMN2 splice up – enhancers of SMN2 splice variant expression; 210,000 tested, 2.8% active; HEK293 SMN2-luciferase splicing reporter, luminescence, 30-36 h; Potency, µM (titrated, usually from 46.1 µM), for the others: at the highest dose activity change, positive = activation, actives largely listed as activators; also: % of control where 0% means no effect; nearly all actives have a fitted effect of over 55% in size
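qHTS luciferase splicing reporter: luminescence rises when SMN2 exon 7 is included in transfected HEK293 cells. Compound exposure lasted 30-36 h at 37C, with 4.5 mM final sodium butyrate as control, followed by a ONE-Glo read.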
KDM4E inh – inhibitors of human JMJD2E histone demethylase | Potency, µM (top dose mostly 57.1 µM), for the others: top-dose activity change, negative = inhibition, hits mostly inhibitors | 230,000 tested, 1.6% active | B2RXH2 | JMJD2E catalytic domain, FDH-coupled NADH fluorescence (FDH is formaldehyde dehydrogenase); active = well fitted inhibition curve with a large enough effect, not every such curve was filed as active; inconclusive = small, poorly fitted or top-dose-only effect, or another doubt; inactive = no such curve, though single readings can be large or run the other way;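 also: 0% = wells with enzyme and -100% = buffer wells without enzyme; nearly all actives have a fitted effect of over 50% in size; many of its hits are not listed in these tables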
Target sequence (B2RXH2 1-337 limits assumed): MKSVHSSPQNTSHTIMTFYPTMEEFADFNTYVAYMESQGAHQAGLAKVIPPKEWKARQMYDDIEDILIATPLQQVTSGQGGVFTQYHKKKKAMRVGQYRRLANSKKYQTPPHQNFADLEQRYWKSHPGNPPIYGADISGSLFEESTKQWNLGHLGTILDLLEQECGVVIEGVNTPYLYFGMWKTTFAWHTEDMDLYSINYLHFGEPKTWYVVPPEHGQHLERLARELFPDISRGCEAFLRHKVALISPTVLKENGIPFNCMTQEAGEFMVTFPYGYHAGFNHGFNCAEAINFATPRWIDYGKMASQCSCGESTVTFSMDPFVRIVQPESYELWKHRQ
Tau ThT inhib – blocks human tau fibril formation measured by thioflavin T; Potency, µM (titrated, usually from 57.4 µM), for the others: at the highest dose activity, negative = inhibition, most hits filed as inhibitors; recombinant tau K18 P301L, heparin-induced fibrillization, ThT fluorescence; P10636; 270,000 tested, 2.1% active; also: % is scaled to controls: 0 for no effect and ±100 for the full control effect; nearly all actives have a fitted effect of over 55% in size
Target sequence (P10636 561-689 P618L limits assumed): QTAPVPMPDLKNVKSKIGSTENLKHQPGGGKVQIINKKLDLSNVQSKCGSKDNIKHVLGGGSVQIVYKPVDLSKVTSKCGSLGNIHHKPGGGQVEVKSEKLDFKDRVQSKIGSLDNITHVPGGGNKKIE
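ThT emission at 510 nm, taken 1 hr after adding 30 uM dye, quantifies aggregates formed when 20 uM heparin acts on human tau K18 P301L for 6 hr at 37 C.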
KinaseGlo FLuc – Kinase-Glo luciferase inhibition (counter-screen); 200,000 tested, 0.28% active; Potency, µM (series often up to 38.3 µM), for inactives: at the top dose activity change, negative = inhibition, actives largely listed as inhibitors; Q27757; Kinase-Glo luciferase, ATP luminescence, 8 min; also: % is scaled to controls: 0 for no effect and ±100 for the full control effect; nearly all actives have a fitted effect of over 60% in size
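Inhibition of Kinase-Glo luciferase light generation was assessed at 10 uM ATP in pH 7.2 imidazole buffer, with luminescence measured after eight minutes at ambient temperature.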
ALDH1A1 inh – blocks purified human ALDH1A1 activity; 220,000 tested, 7.3% active; P00352; Purified ALDH1A1, NADH fluorescence, propionaldehyde substrate; Potency, µM (highest dose often 75.3 µM), without a hit: at the highest dose activity, negative = inhibition, hits mostly inhibitors; active = well fitted inhibition curve with a large enough effect, not every such curve was filed as active; inconclusive = small, poorly fitted or top-dose-only effect, or another doubt; inactive = no such curve, though single readings can be large or run the other way;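 also: plate controls were no enzyme wells and a reference inhibitor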
Target sequence (P00352 whole entry, looked up): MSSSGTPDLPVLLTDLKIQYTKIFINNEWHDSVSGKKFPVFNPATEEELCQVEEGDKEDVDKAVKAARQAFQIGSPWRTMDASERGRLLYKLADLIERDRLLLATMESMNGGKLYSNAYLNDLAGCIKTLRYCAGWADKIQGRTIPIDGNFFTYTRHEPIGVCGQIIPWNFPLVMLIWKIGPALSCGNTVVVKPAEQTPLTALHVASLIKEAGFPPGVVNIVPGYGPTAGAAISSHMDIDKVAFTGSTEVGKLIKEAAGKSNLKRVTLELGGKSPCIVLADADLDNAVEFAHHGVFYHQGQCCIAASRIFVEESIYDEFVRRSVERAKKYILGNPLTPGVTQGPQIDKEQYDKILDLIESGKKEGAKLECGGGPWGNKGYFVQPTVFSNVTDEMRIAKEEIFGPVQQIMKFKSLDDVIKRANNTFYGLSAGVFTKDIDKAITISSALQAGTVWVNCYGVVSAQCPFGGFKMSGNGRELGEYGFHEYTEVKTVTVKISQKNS
L3MBTL1 block – L3MBTL1 (human) inhibition. AlphaScreen L3MBTL1–H3K9me1 peptide binding. Potency, µM (top dose mostly 57.1 µM), for inactives: top-dose activity, negative = inhibition, most hits filed as inhibitors. Q9Y468. 230,000 tested, 0.66% active; also: % is scaled to controls: 0 for no effect and ±100 for the full control effect; nearly all actives have a fitted effect of over 60% in size
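Displacement of a biotinylated histone H3(1-15) peptide monomethylated at Lys9 (75 nM) from L3MBTL1 (50 nM) was measured by AlphaScreen after a 30 min room-temperature compound incubation; cefsulodin titration served as intraplate control.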
RECQ1 inh – blocks DNA unwinding by human RECQ1; AID 2549; 240,000 tested, 0.54% active; Potency, µM (top dose mostly 57.3 µM), for inactives: at the top dose activity, negative = inhibition, hits mostly inhibitors; RECQ1 DNA unwinding, red fluorescence kinetic read; P46063;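 also: plate controls were vehicle for no effect and no enzyme for full effect; nearly all actives have a fitted effect of over 30% in size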
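50 nM RECQ1T1 preincubated 15 min with compound in Tris pH 8.0 buffer with MgCl2, DTT, Tween-20 and 2.5 ug/ml poly(dI-dC); started with 200 nM TAMRA/BHQ-2 forked duplex and 2 mM ATP. Unwinding read as fluorescence (525/598 nm), two reads 2 h apart.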
The depositor's hits bear a star; i = inactive; ? = inconclusive; / = no result given; & = joins results of further samples; [ ] = another dose, or the depositor's remark. Unless noted, calls follow the shape of the dose curve; as a rule, active = well fitted curve in the direction sought with a large enough effect; inconclusive = small, poorly fitted or top-dose-only effect, or another doubt; inactive = no such curve, though single readings can be large; an effect the other way counts as inactive or inconclusive. Potency is read from the fitted curve at half-maximal effect.

SMILES	LMNA splice mod	KinaseGlo FLuc	Tau ThT inhib	SMN2 splice up	L3MBTL1 block	RECQ1 inh	KDM4E inh	ALDH1A1 inh
O=C(/C=C/c1cccc([N+](=O)[O-])c1)N1CC[C@@]2(O)CCCC[C@H]2C1	/	/	0%	/	-1%	0%	-5%	/
CCCC1(C(=O)OC)NC(c2ccc(OC)c(OC)c2)C2C(=O)N(c3ccc4c(c3)OCO4)C(=O)C21 (configuration not stated)	8%	-2%	-3%	-10%	/	-12%	-4%	-11%
Nc1cc(=O)[nH]c(SCC(=O)Nc2cc([N+](=O)[O-])ccc2Cl)n1	0%[46 µM]	4%	11%	-10%	0%	4%	-3%	-6%
O=C1CCCc2ccccc2N1	/	/	?	/	/	0%	-5%	10%
O=C(COC(=O)CCSc1ccccc1)NCc1ccccc1Cl	?	4%	9%	-7%	-2%	-9%	2%	7%
CCc1cc(C(=O)OC)c(NC(=O)CC2Nc3cc(C)c(C)cc3NC2=O)s1 (configuration not stated)	-10%	-1%	?	-12%	2%	-11%	?	7%
CN(C(=O)COC(=O)COc1ccccc1F)C1CCS(=O)(=O)C1 (configuration not stated)	2%	8%	0%	-10%	5%	0%	1%	1%
COc1ccc2c(C)cc(SCC(=O)Nc3c(C)n(C)n(-c4ccccc4)c3=O)nc2c1	2%	-6%	-6%	-8%	-1%	-2%	-2%	-8%
O=C(Cn1nnc(-c2ccccc2)n1)OC1CCOC1=O (configuration not stated)	0%	0%	3%	4%	-1%	i	5%	6%
C#CCNC(=O)C1=C[C@@H](c2coc3ccccc3c2=O)[C@H](CCCO)[C@@H](OCC)O1	/	/	5%	/	-2%	-14%	4%	-6%
O=C(NNC1=NCCCCC1)c1cccc([N+](=O)[O-])c1	2%[46 µM]	5%	3%	7%	5%	-2%	-4%	5%
COc1cccc(C(=O)N2CCC(O)(c3cccnc3)CC2)c1	?	-1%	-10%	28%	11%	i	6%	1%
Cc1ccc(-c2nnc3ccc(SCC(=O)N4CCc5ccccc54)nn23)cc1	-6%	0%	-1%	-14%	3%	-4%	2%	4%
CCCCCc1c(C)nc(N2CCc3ccccc3C2)[nH]c1=O	9%	-1%	7%	11%	7%	-10%	3%	10%
Cc1ccc2nc(N/C(=N/S(=O)(=O)c3ccc(F)cc3F)c3ccccc3)sc2c1	/	/	-6%	/	/	-1%	?	-4%
COc1ccc(OC)c(-n2nnnc2SCC(=O)Nc2nc(C)c(C)s2)c1	6%	-8%	-12%	28%	/	7%	0%	?
O=C(Nc1cnn(Cc2ccc(Cl)cc2)c1)c1ccc([N+](=O)[O-])cc1	12%	1%	?	-31%[inhibitor]	-1%	-7%	8%	5%
CNC(=O)N1CCN(C(=O)NC)CC1	10%	0%	-3%	-28%	/	i	6%	12%
CCOC(=O)/C(C#N)=C/N=c1ccc(C)cn1C	/	/	-1%	/	-10%	-2%	-26%	?
CCn1cc(C(=O)NCc2ccc3c(c2)OCO3)c(=O)c2ccc(C)nc21	-7%	-1%	-11%	3%	/	-5%	11%	10%
O=C(NC1CCCCC1)N1CCN(CCc2ccccc2)CC1	0%	0%	-6%	14%	6%	i	3%	-1%
O=C(COC(=O)CCC(=O)c1cccs1)Nc1ccccc1[N+](=O)[O-]	-7%[46 µM]	-1%	-2%	?	-1%	-3%	2%	-4%
Cc1ccc(S(=O)(=O)Nc2cccc(-c3ccc4nnc(C)n4n3)c2)s1	?	-1%	-5%	13µM*	/	0%	-7%	6%
N#CCCN1CCN(C(=S)c2ccc(-c3ccc(Cl)c(Cl)c3)o2)CC1	?	-4%	?	9%	-19%	-12%	-1%	?
Cc1ccc(NC(=O)c2nsc(Cl)c2Cl)cc1	/	/	-6%	/	15%	i	?	-8%
O=C(CCc1nnc(C2(c3ccc(Cl)cc3)CCC2)o1)NCCCn1cccn1	4%[46 µM]	1%	3%	8%	8%	i	7%	-4%
NC(=S)N/N=C/c1cc([N+](=O)[O-])ccc1Cl	-7%[9.22 µM]	0%	-2%	-7%	4%	-6%	-2%	4%
Cn1c(/N=C/c2c[nH]c3ccccc23)nc2ccccc21	2%	/	?	/	-5%	i	0%	?
COc1ccc(C2C(C#N)=C(N)Oc3cc4c(cc32)OCO4)cc1 (configuration not stated)	?	-1%	-14%	23%	2%	-3%	-26%	?
Oc1ccc2ccccc2c1N=Nc1ccccc1F	/	/	16µM*	/	8.9µM*	-20%	?	/
CSc1ccccc1C(=O)N1CCN(c2cccc(Cl)c2)CC1	?	0%	-10%	-27%	-1%	i	-1%	-1%
Cc1cccc(C=Nc2ccc3c(c2)oc2ccccc23)c1O	-12%	-2%	-3%	10µM*	-11%	-8%	2%	10%
COc1cc(C=C2C(=O)OC(c3ccccc3)OC2=O)cc(Br)c1O (configuration not stated)	/	-2%	-1%	11%	/	-11%	-7%	8%
CN(C)CCC(=O)N1c2ccccc2Sc2ccc(Cl)cc21	/	0%	-12%	-5%	21%	i	?	?
CCN(CC)C(=O)Nc1ccc(C(=O)OC)cc1	11%	-3%	-12%	-8%	/	i	5%	-1%
CC(C)COC(=O)C(C#N)c1nc2ccccc2nc1N1CCN(Cc2ccccc2)CC1 (configuration not stated)	6%	1%	-12%	-22%	-12%	-10%	-28%	13µM*
O=S(=O)(Nc1ccc(Cl)cn1)c1cccc(S(=O)(=O)c2ccccc2)c1	/	-1%	-4%	11%	9%	17%	-22%	20µM*
O=C(NC1CCCCC1)C(c1ccco1)N(C(=O)c1csnn1)C1CCCC1 (configuration not stated)	-1%	/	3%	/	-7%	-4%	-2%	?
Cc1ccc(S(=O)(=O)N(C)C)cc1NC(=O)CSc1nnnn1-c1ccc(O)cc1	/	/	-10%	/	3%	i	3%	-9%
CC(=O)c1cnc2c(C(=O)O)cnn2c1C	1%	1%	4%	-6%	-2%	-12%	?	?
COc1cccc(COc2ccccc2C2Nc3ccc(Br)cc3C(=O)N2NC(=O)c2ccncc2)c1 (configuration not stated)	5%	-2%	-7%	0%	-6%	-12%	?	1%
O=c1[nH]c(=O)c2ncc(-c3ccc(Cl)cc3)nc2[nH]1	/	-3%	-2%	13%	9%	i	?	?
CCCOC(=O)C(C)n1cnc2sc(C)c(C)c2c1=O (configuration not stated)	?	-1%	-5%	-16%	/	i	14%	0%
O=C(NC1CC2CCC(C1)N2C(=O)NCc1ccccc1)NC12CC3CC(CC(C3)C1)C2 (configuration not stated)	3%	-2%	3%	-42%[inhibitor]	1%	-6%	5%	0%
c1ccc2c(c1)CCCN2c1nc2ccccc2n2cnnc12	-1%	15%	-19%	3%	12%	-11%	-4%	-16%
CC(=O)NC1=NN(C(C)=O)C(c2ccc(F)cc2)S1 (configuration not stated)	14%[46 µM]	2%	-10%	/	6%	i	7%	4%
C=CC1=C(C)/C(=C/c2[nH]c(Cc3[nH]c(/C=C4\NC(=O)C(C)=C4C=C)c(C)c3CCC(=O)O)c(CCC(=O)O)c2C)NC1=O	?	-10%	10µM*	-9%	/	-24%	?	?
CCC1=C(OC(=O)N(CC)CC)N2C(=O)OC(=NCC(=O)OC)[C@]2(C)[C@H]2C1=CC[C@H]1C(=O)NC(=O)[C@H]12	/	0%	0%&3%	-2%	/	-5%	2%&10%	-2%
Cc1cc(NC(=O)CCC(=O)N(c2ccccc2)C(C(=O)NC2CCCC2)c2ccccc2)no1 (configuration not stated)	?	0%	-12%	-22%	4%	-3%	7%	25µM*
COc1ccc(N2CCN(C(=O)CN(Cc3ccccc3)S(C)(=O)=O)CC2)cc1	-8%	-3%	-9%	-7%	/	-11%	-3%	-6%
O=C(CN1CCOCC1)NCCC12CC3CC(CC(C3)C1)C2	2%	-2%	5%	-2%	/	i	5%	-13%
CCc1ccc(C2NC(C(=O)O)CS2)cc1 (configuration not stated)	-2%	-1%	13%	-28%	/	i	-3%	?
O=[N+]([O-])c1ccccc1CNC1CCCc2ccccc21 (configuration not stated)	1%[1.84 µM]	5%	-6%	3%	14%	-10%	?	?
COc1cccc(NC(=O)CCCn2c(=S)[nH]c3ccccc3c2=O)c1	-6%	-1%	-16%	-21%	/	i	3%	-5%
COc1ccc(OCC(=O)NNC(=O)c2cc3ccccc3o2)cc1	7%	3%	-2%	-4%	9%	-8%	-12%	15%
O=C(NNC1=NCCCCC1)c1ccccc1	-2%	5%	-13%	7%	0%	-5%	16%	6%
O=C1Nc2cc(C(=O)N3CCOCC3)ccc2SC1N1CCOCC1 (configuration not stated)	4%[0.0737 µM]	3%	-9%	8%	-1%	-7%	2%	1%
COc1ccccc1C(=O)OCCN1CCOCC1	12%	1%	-14%	5%	/	i	4%	17%
CC(=O)Nc1ccc(C(=O)c2ccccc2)cc1	8%	/	-12%	/	?	-2%	-10%	?
O=C(Nc1c2c(nn1-c1ccc(F)cc1)CS(=O)(=O)C2)c1ccc(S(=O)(=O)N2CCOCC2)cc1	7%[9.22 µM]	2%	3%	-28%	/	-7%	1%	6%
CCN1C(=O)N[C@@H](CCc2ccccc2)C(C(C)=O)=C1C	-13%[9.22 µM]	0%[7.66 µM]	3%[11.5 µM]	3%[9.22 µM]	/	6%[11.5 µM]	8%[11.4 µM]	2%[13.5 µM]
Fc1cccc(CN2CCN(c3nc4nonc4nc3NC3CC3)CC2)c1	/	5%	5%	/	33%[activator]	i	-43%	?

Source: PubChem (National Center for Advancing Translational Sciences (NCATS))

Only part of the results is shown; rates above refer to the full screens.
